NCI-60 one-dose screen, 48 h, at 10 µM unless noted. Numbers give growth in % (100 = growth as untreated, 0 = no growth, -100 = all killed).
CCRF-CEM: CCRF-CEM leukemia; 77,000 tested, 7% active; AID 1794778
MOLT-4: MOLT-4 leukemia cells; AID 1794779; 80,000 tested, 6.9% active
RPMI-8226: RPMI-8226 leukemia cells | 77,000 tested, 7.5% active | AID 1794781
K-562: K-562 leukemia. 78,000 tested, 7.4% active. AID 1794777
MDA-MB-435: MDA-MB-435 melanoma; 82,000 tested, 7.8% active; AID 1794794
SR: SR leukemia cells. 73,000 tested, 8.7% active. AID 1794780
MDA-MB-231: MDA-MB-231 breast cancer. 81,000 tested, 5% active. AID 1794789
MDA-MB-468: MDA-MB-468 breast cancer; 78,000 tested, 8.5% active; AID 2202374
* hit, by the source's call; . = not tested or not shown; & = joins results of further samples; [ ] = dose if it differs, or a comment. Rule for the calls: active = growth percent below 10; inactive = the rest.

SMILES	CCRF-CEM	MOLT-4	RPMI-8226	K-562	MDA-MB-435	SR	MDA-MB-231	MDA-MB-468
COc1cc(-n2cc(COc3ncnc4sc5c(c34)CCCC5)nn2)cc(OC)c1OC	80.5	67.4	48.2	65.6	91.6	72.7	64.8	55.1
Cc1ccc(-c2nn(-c3ccccc3)cc2/C=C/C(=O)OCc2cn(-c3ccc(C)cc3)nn2)cc1	104.8	101.7	99.4	92.8	98.9	104.1	91.2	90.7
COc1ccc(C2=CC(c3cc(OC)c(OC)c(OC)c3)NC(=S)N2)cc1OC (configuration not stated)	97.3	95.4	102.0	91.4	72.0	96.6	95.0	107.5
COc1ccc(Oc2nc(NC3CCCCCC3)nc(Sc3ccc(OC)cc3)n2)cc1	79.8	61.0	62.6	73.4	.	71.3	74.7	87.9
CCCCCCN(CCCCCC)CCCNc1nccc2ccccc12	12.4	11.8	-22.8*	0.8*	0.5*	-9.8*	1.9*	-6.3*
Cc1cc2c(n1Cc1ccccc1)CSc1cc(S(=O)(=O)c3ccccc3)c(=O)[nH]c1-2	.	98.1[100 µM]	.	99.3[100 µM]	87.2[100 µM]	103.4[100 µM]	91.1[100 µM]	94.1[100 µM]
O=C(CNc1ccc(S(=O)(=O)N2CCCCC2)cc1)N1CCN(c2ccccc2)CC1	84.6	70.7	49.3	68.9	102.0	69.7	79.3	48.9
Cc1ccc(NC(=O)Nc2cc(C(C)C)ccc2C)cc1	91.0	79.3	86.1	89.4	97.0	87.0	92.6	92.2
NNC(=O)COc1ccccc1	116.3	89.7	112.0	116.1	102.1	94.0	102.0	113.7
C=Cc1ccc(OCC)cc1	121.6	106.9	105.4	106.1	99.6	106.0	87.9	93.4
Cc1nn(-c2ccccc2)c2ncn(CC(=O)N/N=C/c3c[nH]c4ccccc34)c(=O)c12	85.0	55.8	73.2	84.2	94.9	.	.	101.7
O=c1cc(O)nc[nH]1	95.1	88.2	116.2	94.9	111.0	90.1	91.3	104.2
O=Cc1ccc2ccccc2n1	83.0	106.0	111.7	107.9	98.7	89.0	94.7	93.1
CN(C)CCOc1ccc(-c2nc3sccn3c2-c2ccnc(S(C)(=O)=O)n2)cc1	91.0	108.9	89.6	101.8	106.9	108.7	109.8	98.8
CC(C)(C)OC(=O)NC(CCCNC(=O)OCc1ccccc1)C(=O)O (configuration not stated)	100.8	98.9	99.4	105.8	99.8	99.7	114.9	94.2

Compound profiles (already shown). Values in the order: CCRF-CEM, MOLT-4, RPMI-8226, K-562, MDA-MB-435, SR, MDA-MB-231, MDA-MB-468
Record of C=Cc1ccc(OCC)cc1 : 121.6, 106.9, 105.4, 106.1, 99.6, 106.0, 87.9, 93.4
Record of Cc1nn(-c2ccccc2)c2ncn(CC(=O)N/N=C/c3c[nH]c4ccccc34)c(=O)c12 : 85.0, 55.8, 73.2, 84.2, 94.9, ., ., 101.7
Record of CN(C)CCOc1ccc(-c2nc3sccn3c2-c2ccnc(S(C)(=O)=O)n2)cc1 : 91.0, 108.9, 89.6, 101.8, 106.9, 108.7, 109.8, 98.8
Record of O=c1cc(O)nc[nH]1 : 95.1, 88.2, 116.2, 94.9, 111.0, 90.1, 91.3, 104.2
Record of O=Cc1ccc2ccccc2n1 : 83.0, 106.0, 111.7, 107.9, 98.7, 89.0, 94.7, 93.1

Further records:
SMILES	CCRF-CEM	MOLT-4	RPMI-8226	K-562	MDA-MB-435	SR	MDA-MB-231	MDA-MB-468
Cc1sc2nc3nc(CC(=O)Nc4ccc(Cl)cc4)[nH]n3c(=O)c2c1C	95.6	98.6	97.2	93.0	94.5	97.8	111.7	.
Nc1nc2c(C(=O)Nc3ccc(Cl)cc3)c(Nc3ccc(Cl)cc3)nn2c(-c2ccc(Br)cc2)c1-c1nc2ccccc2s1	104.4	105.6	105.7	103.8	108.1	86.6	107.6	102.1
O=c1c2c3c(sc2nc(N/N=C/c2ccc(Br)cc2)n1Cc1ccccc1)CCCC3	.	40.8	52.0	79.9	83.4	33.5	50.2	.
O=C1COCCN1c1ccc(NS(=O)(=O)c2ccc(-c3cnc(C4CC4)o3)cc2)cc1	91.8	92.4	.	83.5	.	101.2	93.6	91.1
Cc1ccc2c(c1)N1NCC=C1NC2=O	97.3	109.0	106.1	95.7	99.8	118.0	99.1	104.4
O=C1/C(=N/O)Cc2ccccc21	.	.	98.4	.	107.6	.	106.9	117.7
Cn1c2c(sc1=O)CCC2	106.6	102.0	.	100.2	114.4	96.0	95.2	100.4
COc1ccc(C2CC(c3cc4ccccc4oc3=O)=NN2c2ccc(S(=O)(=O)NC(=O)Nc3ccccc3C)cc2)cc1 (configuration not stated)	92.6	84.6	85.8	76.8	101.7	80.4	65.9	100.4
Nc1c(C(=O)O)cc(Cl)cc1S(=O)(=O)O	90.0	101.6	92.0	87.5	96.0	88.7	114.8	100.4
COc1ccc(N=Nc2c(N)nn3c(N)c(C#N)c(-c4ccc(F)cc4)nc23)cc1	86.7	77.6	50.3	68.6	86.2	78.4	-9.8*	46.7
COC(=O)c1nnn(-c2cc(Cl)ccc2Cl)c1C(=O)c1ccc(Cl)c(Cl)c1	90.6	93.8	109.5	98.8	101.1	.	.	110.7
COc1ccc2c(c1)C(Sc1ccc(Cl)cc1)c1c(nc(N)c(C#N)c1N)O2 (configuration not stated)	-10.6*	-1.4*	29.4	47.6	75.8	-3.9*	56.4	77.9
O=C1c2cccc3c(-c4ccc(-c5nc6c7ccccc7c7ccccc7c6[nH]5)cc4)ccc(c23)C(=O)N1CCO	89.7	80.5	.	77.6	97.6	73.9	83.0	97.4
COC(=O)c1cc2oc(/C=N/NC(=O)c3cc4oc5ccccc5c4[nH]3)cc2n1C	111.6	93.2	111.1	60.6	102.0	75.2	119.6	.
O=CNc1ccccc1-c1ccccc1	97.7	80.8	101.4	98.9	103.6	80.2	100.8	102.4
Cc1ccc(OCC(=O)O)cc1C	103.9	94.6	110.1	97.2	111.1	92.7	99.4	97.7
NC(=O)CN1CCN(c2ccccc2Cl)CC1	115.0	110.7	108.3	97.2	103.4	99.5	101.9	108.4
Cc1[nH]c(C(=O)Nc2ccccc2OCc2cccc(C(=O)NCCN)c2)cc1Cl	27.4	68.6	89.6	2.2*	20.6	-3.4*	96.0	34.3
CC1(C)N=C(N)N=C(N)N1c1cccc(CCCCOc2ccccc2)c1	13.2	14.1	8.3*	16.2	.	31.6	46.8	10.1
CC(O)c1ccccc1 (configuration not stated)	86.9	103.4	114.0	104.9	103.4	108.9	122.8	102.7
N#CCCN(C(=O)Nc1ccc(Cl)c(Cl)c1)C1CCCCC1	76.1&81.9	77.9&95.4	64.8&70.6	65.4&77.8	103.1&108.7	69.8&96.6	97.4&106.1	66.0&73.3
CCn1cc(C(=O)O)c(=O)c2cc(F)c(N3CCN(C(C)C(=O)Nc4ccc(/C(C)=N\O)cc4)CC3)cc21 (configuration not stated)	.	93.7	108.7	98.2	101.4	100.8	109.9	95.4
Nc1nc(-c2ccc(Cl)cc2)cc(-c2ccc(OCc3nc4ccccc4[nH]3)cc2)n1	81.0	86.0	81.7	88.6	93.3	89.8	93.0	86.8
CN(C)NC(=O)CC(N)C(=O)O (configuration not stated)	97.0	101.5	97.2	102.6	98.1	104.2	110.6	.
CN(C)c1nc2sc3cc(Cl)c(Cl)cc3n2c(=O)c1C#N	83.8	107.1	89.2	70.2	112.2	105.0	84.6	102.2
N#C/C(=N\Nc1ccc(F)cc1)C(=O)C1CC1	79.9	83.5	69.2	97.3	72.9	.	.	61.8
COc1ccccc1Cn1ccc2c1-c1[nH]c(=O)c(S(=O)(=O)c3ccccc3)cc1CCC2	88.5	85.8	93.6	85.7	91.8	97.8	85.6	102.1
NC1=Nc2cc(OCCCN3Cc4ccccc4C3)c(OCC3CC3)cc2C12CCCC2	37.0	44.2	33.8	-8.2*	38.1	-5.8*	36.2	31.9
CC(=O)C(C[n+]1ccccc1)c1ccccc1 (configuration not stated)	90.4	86.8	101.2	107.5	110.6	104.7	101.4	104.5
Cn1c(=O)c2c(nc(OC3CCCC3)n2C)n(C)c1=O	115.2	106.5	105.9	101.5	109.0	101.2	91.1	103.4
Nc1ccccc1SC1CC(=O)N(c2cccc3ccccc23)C1=O (configuration not stated)	.	83.5	86.3	90.2	88.7	88.0	91.9	87.0
CC(C)CCCC(=O)O	101.2	119.4	105.5	134.5	104.7	89.4	123.0	90.8
CC(=O)Oc1ccccc1-c1ccccc1	89.8	99.6	74.6	136.0	104.5	97.1	163.8	103.1
CN1CCN(c2ccnc(NCCCNc3nc(N4CCOCC4)nc(N4CCOCC4)n3)n2)CC1	98.1	93.2	99.8	90.4	104.9	86.6	104.5	94.1
COc1ccc(NC(=S)N/N=C/c2ccccc2SSCCC(=O)OC[C@H]2O[C@H](O)[C@H](O)[C@@H](O)[C@@H]2O)cc1	92.4	65.4	91.7	51.6	52.8	49.6	71.1	-8.3*
COc1cc(-c2cc3cnccc3c3nc(N)c4ccncc4c23)cc(OC)c1OC	36.5	32.9	8.3*	24.1	4.6*	17.0	42.9	8.5*
COc1ccc(-c2[nH]c(=S)n(C(CC3(C)NCC(=O)N3n3c(-c4ccccc4)cc(C)nc3=S)c3ccc(OC)cc3)c(=O)c2Br)cc1 (configuration not stated)	57.5	54.6	-7.1*	14.8	57.4	.	79.9	-14.9*
COc1ccc(/C=C2\CCCC3C2=NNC3c2ccc(OC)cc2)cc1 (configuration not stated)	78.2&100.6	89.8&100.0	95.3&97.9	99.1&102.7	94.4&98.3	94.1&95.7	104.7&110.1	109.4&105.8
COc1cccc(-c2nn(-c3ccccc3)cc2-c2ccnc(N3CCN(C(=O)c4ccccc4)CC3)c2)c1	52.9	43.8	47.7	31.4	17.0	27.5	64.0	82.3
CCCCCCCCn1ccc2cc(NC(=O)Cn3cc(-c4ccccc4)nn3)ccc21	27.4	100.5	104.2	95.0	99.3	104.0	98.1	106.2
CC1=NC2=CC=CC3=NC(C(Cl)(Cl)Cl)=NC(=N1)N23	70.1	4.2*	50.3	80.2	77.9	.	81.3	90.2
COc1ccc(/C=C2/SC(=O)NC2=O)cc1OC	.	94.5	.	85.6	98.5	71.2	88.0	99.9
Cc1ccc(S(=O)(=O)Nc2c(Br)cc(Br)cc2C(=O)O)cc1	96.4	105.4	101.9	107.3	108.0	96.6	98.8	97.0
CC(C(=O)O)N1C2=NC(=O)C(C#N)C(c3ccc(Cl)cc3)N2NC1(C)c1ccccc1O (configuration not stated)	17.3	20.7	23.6	.	57.2	36.6	43.2	46.7
N#Cc1c(-c2ccc(Cl)cc2)nc(NN2C(=O)CCC2=O)nc1N1CCOCC1	99.7	106.9	100.8	100.4	102.3	100.7	106.0	105.1
CCNC(=S)Nc1ccc(-n2c(=O)c3ccccc3c3ccccc3c2=O)cc1	99.5	94.8	104.0	92.9	103.1	.	108.4	108.3
CC(C)CC(NCc1ccccc1)C(=O)O (configuration not stated)	99.9	100.6	.	111.0	106.1	104.3	107.2	105.2
CN1CSC(=S)N(c2ccc(Cl)cc2)C1	53.4	79.4	76.9	33.9	55.4	70.1	70.9	98.7
C=C1SC(=Nc2ccccc2Cl)N(C(=O)c2sc3ccccc3c2Cl)C12CCCCC2	27.6	.	15.4	39.8	134.3	58.0	59.7	51.2
CCOC(=O)C(C)SC1=C(C)C(=O)C(OC)=C(OC)C1=O (configuration not stated)	54.0	69.7	100.2	99.7	101.7	99.7	103.7	85.2
Cc1cc2[nH]c(=S)[nH]c2cc1C	.	96.3	113.4	94.4	98.1	88.0	116.3	104.1
O=C1C2[C@@H]([C@H]3CO[C@@H]1O3)[C@H]2C(=O)c1cccs1 (some centres not stated)	.	92.5	98.0	94.2	97.6	80.5	112.3	98.4
BrC1=C(Br)C(Br)(Br)C(Br)=C1Br	17.5	17.1	20.8	32.9	75.6	9.3*	73.7	97.7
Cn1c(S(C)(=O)=O)nc(-c2ccccc2)c(C#N)c1=O	127.4	124.7	.	108.9	115.5	120.6	122.6	.
COC(=O)c1c(I)cccc1[N+](=O)[O-]	103.1	120.4	.	120.9	111.3	113.5	98.8	112.6
COc1ccc(-c2nc(S(=O)(=O)c3ccccc3)c(S(C)(=O)=O)o2)cc1	-46.7*	.	-39.9*	.	-60.2*	.	-76.2*	-88.1*
O=C1c2ccccc2-c2nnc(-c3ccc(Br)cc3)cc21	20.7	4.6*	27.4	16.5	-69.1*	.	14.1	20.3
CCCCCCCCCC(C)(O)C#CC(C)(O)CCCCCCCCC (configuration not stated)	102.3	99.2	103.7	100.3	109.1	102.0	106.2	95.9
C=CCSc1nnc(-c2ccc(-c3ccc(Cl)cc3)nc2C)o1	90.0	92.0	95.3	85.4	90.2	84.2	101.8	95.6
N#Cc1c(NC(=O)c2cccc(C(F)(F)F)c2)sc2c1CCC(=O)C2	6.9*	3.9*	-9.7*	6.9*	-74.6*	.	-54.3*	-8.8*
CCNC(=O)Oc1ccc(/C(=C(\C)c2ccccc2)c2ccc(OCCN3CCCCC3)cc2)cc1	72.7	51.0	38.7	6.5*	65.5	5.0*	70.7	76.6

Arranged by molecular weight (descending): some entries from above.
SMILES	CCRF-CEM	MOLT-4	RPMI-8226	K-562	MDA-MB-435	SR	MDA-MB-231	MDA-MB-468
C=C1SC(=Nc2ccccc2Cl)N(C(=O)c2sc3ccccc3c2Cl)C12CCCCC2	27.6	.	15.4	39.8	134.3	58.0	59.7	51.2
COc1ccc(-c2nc(S(=O)(=O)c3ccccc3)c(S(C)(=O)=O)o2)cc1	-46.7*	.	-39.9*	.	-60.2*	.	-76.2*	-88.1*
Cn1c(S(C)(=O)=O)nc(-c2ccccc2)c(C#N)c1=O	127.4	124.7	.	108.9	115.5	120.6	122.6	.

Taken from the entries so far, two compounds:
SMILES	CCRF-CEM	MOLT-4	RPMI-8226	K-562	MDA-MB-435	SR	MDA-MB-231	MDA-MB-468
N#Cc1c(NC(=O)c2cccc(C(F)(F)F)c2)sc2c1CCC(=O)C2	6.9*	3.9*	-9.7*	6.9*	-74.6*	.	-54.3*	-8.8*
CCNC(=O)Oc1ccc(/C(=C(\C)c2ccccc2)c2ccc(OCCN3CCCCC3)cc2)cc1	72.7	51.0	38.7	6.5*	65.5	5.0*	70.7	76.6

Outcome played no part in choosing rows. Share with any hit: about 16%.
